AMA1 RON2 block: qHTS for Inhibitors of AMA1-RON; Towards Development of Antimalarial Drug Lead: Primary Screen. 0.2% of 360,000 active. Plasmodium falciparum AMA1 (3D7) - RON2 peptide interaction. Potency, µM (titrated, usually from 58.2 µM), without a hit: top-dose activity change, negative = inhibition, usual class: inhibitors. AlphaScreen AMA1-biotinylated RON2 peptide binding. AID 720542, 2013;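 further: potency means the concentration at half of the fitted maximal effect; 0% = vehicle wells and -100% = peptide control; nearly all actives have a fitted effect of over 45% in size; some results filed as inactive show a strong effect at the top dose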
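AMA1 (3D7) with his tag at 25 nM final met compounds first, then biotinylated RON2 peptide at 25 nM; detection used donor plus acceptor beads, 10 µg/mL apiece, read by AlphaScreen after 30 min at room temperature.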
Sm TGR inh: qHTS Assay for the Inhibitors of Schistosoma Mansoni Peroxiredoxins | Schistosoma mansoni thioredoxin glutathione reductase (TGR), Q962Y6 | purified TGR, DTNB reduction, TNB absorbance 405 nm | Potency, µM (top dose mostly 114 µM), inactives show at the highest dose activity change, negative = inhibition, actives largely listed as inhibitors | 3% of 360,000 active; further: potency means the concentration at half of the fitted maximal effect; nearly all actives have a fitted effect of over 60% in size
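First, TGR (20 nM dispensed) and NADPH were mixed with compound. Second, a 15 min room-temperature incubation followed. Third, further NADPH and then DTNB were added to start the reaction. Finally, TNB absorbance was monitored kinetically.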
LmPK inhibitor: qHTS Assay for Inhibitors of Leishmania Mexicana Pyruvate Kinase (LmPK); Potency, µM (doses to about 57.5 µM), without a hit: at the highest dose activity change, negative = inhibition, most hits filed as inhibitors; Q27686; purified LmPK, Kinase-Glo ATP luminescence, 1 h; 0.37% of 290,000 active; AID 1721, 2009; further: potency means the concentration at half of the fitted maximal effect
Target sequence (Q27686 whole entry, looked up): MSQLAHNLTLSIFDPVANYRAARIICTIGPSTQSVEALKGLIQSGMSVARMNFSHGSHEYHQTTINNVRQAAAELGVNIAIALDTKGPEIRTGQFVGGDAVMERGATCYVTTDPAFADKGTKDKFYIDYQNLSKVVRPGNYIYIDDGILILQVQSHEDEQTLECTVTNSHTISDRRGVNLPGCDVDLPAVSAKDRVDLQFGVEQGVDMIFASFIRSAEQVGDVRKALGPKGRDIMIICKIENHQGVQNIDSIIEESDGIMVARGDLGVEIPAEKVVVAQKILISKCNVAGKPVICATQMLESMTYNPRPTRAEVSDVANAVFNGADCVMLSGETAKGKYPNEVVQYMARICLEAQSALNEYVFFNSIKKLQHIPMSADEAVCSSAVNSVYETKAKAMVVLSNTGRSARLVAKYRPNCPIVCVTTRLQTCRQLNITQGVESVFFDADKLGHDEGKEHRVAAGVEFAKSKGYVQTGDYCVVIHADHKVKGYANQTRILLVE
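0.1 nM LmPK, 0.5 mM PEP, 0.1 mM ADP; 50 mM imidazole pH 7.2, 7 mM MgCl2, 50 mM KCl; 1 h RT. Kinase-Glo luminescence readout, normalized to no-enzyme (full inhibition) and uninhibited wells.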
HCMV antiviral: qHTS Assay for inhibitors of the human cytomegalovirus (HCMV); AID 1259415, 2018; activity change, negative = inhibition, % at 57.5 µM; 4.5% of 410,000 active; HFF cells, HCMV-luciferase reporter, 72 h; hits give low values; in the data active means activity change below about -60%; inconclusive means no clear call, values can overlap the other calls; inactive means above about -39%
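Luciferase read-out from HCMV-luciferase-infected HFFs (MOI 1 PFU/cell) 72 h post infection at 37C; compounds added after 16 h cell attachment; activity normalized between buffer-only basal and Salinomycin (10uM) inhibitor controls.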
AmpC inh detg: qHTS Inhibitors of AmpC Beta-Lactamase (assay with detergent); P00811; AmpC hydrolysis of nitrocefin, absorbance 480 nm, 0.01% Triton; Potency, µM (series often up to 114 µM), for inactives: at the highest dose activity change, negative = inhibition, actives largely listed as inhibitors; 0.041% of 370,000 active; AID 485294, 2010;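 further: potency means the concentration at half of the fitted maximal effect; 0% = no-compound wells and -100% = no-enzyme wells; nearly all actives have a fitted effect of over 25% in size; some results filed as inactive show a strong effect at the top dose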
Target sequence (P00811 whole entry, looked up): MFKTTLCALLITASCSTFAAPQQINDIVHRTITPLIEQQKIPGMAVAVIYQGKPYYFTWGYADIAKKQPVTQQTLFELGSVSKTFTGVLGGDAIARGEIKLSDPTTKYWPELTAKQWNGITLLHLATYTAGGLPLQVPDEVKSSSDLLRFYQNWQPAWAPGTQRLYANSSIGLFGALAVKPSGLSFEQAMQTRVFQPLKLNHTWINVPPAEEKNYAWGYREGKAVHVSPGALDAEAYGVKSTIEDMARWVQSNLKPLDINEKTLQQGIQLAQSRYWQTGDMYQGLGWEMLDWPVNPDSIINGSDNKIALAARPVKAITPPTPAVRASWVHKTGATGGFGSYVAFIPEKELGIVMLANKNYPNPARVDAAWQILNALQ
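20 mM phosphate pH 7.0 + 0.01% (detergent screen) or 0.0001% Triton X-100; 5.3 nM AmpC reagent; cpd preinc 15 min RT; nitrocefin (800 uM stock) to start; A480 q20 s × 4 min; Activity was normalised to no-enzyme and no-compound control wells.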
AmpC inh no detg: qHTS Inhibitors of AmpC Beta-Lactamase (assay without detergent) | P00811 | AmpC nitrocefin hydrolysis, absorbance 480 nm, 0.0001% Triton | Potency, µM (doses to about 57.1 µM), without a hit: at the top dose activity change, negative = inhibition, most hits filed as inhibitors | 0.52% of 330,000 active | AID 485341, 2010;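 further: potency means the concentration at half of the fitted maximal effect; plate controls were no compound for no effect and no enzyme for full effect; nearly all actives have a fitted effect of over 20% in size; some results filed as inactive show a strong effect at the top dose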
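20 mM phosphate pH 7.0 + 0.01% (detergent screen) or 0.0001% Triton X-100; 5.3 nM AmpC reagent; cpd preinc 15 min RT; nitrocefin (800 uM stock) to start; A480 q20 s × 4 min; Activity was normalised to no-enzyme and no-compound control wells.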
Tb PYK inh: qHTS of Trypanosoma Brucei Inhibitors | Potency, µM (series often up to 76.8 µM), for the others: top-dose activity, negative = inhibition, usual class: inhibitors | TbPYK enzyme, Kinase-Glo Plus ATP luminescence, 45 min | 0.12% of 410,000 active; further: potency means the concentration at half of the fitted maximal effect; nearly all actives have a fitted effect of over 50% in size
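Readout: single end-point luminescence (Kinase-Glo Plus, 10 min). Reaction conditions were TbPYK/substrate plus 130 uM ADP, 45 min at RT, pH 7.2 TEA buffer. No-enzyme wells served as controls, and data were normalized before concentration-response fitting.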
* = called active by the depositor; ? = inconclusive; . = no result given; & = joins results of further samples; [ ] = dose if it differs, or a comment. Unless noted, the call rests on the fitted dose curve; in most records, active means well fitted curve in the direction sought with a large enough effect; inconclusive means small, poorly fitted or top-dose-only effect, or another doubt; inactive means no such curve, though single readings can be large; an effect the other way counts as inactive or inconclusive. Unless noted, on the % scale 0 is the no-effect control and ±100 the full control effect. No enrichment for hits, and some 7.4% of all compounds hit somewhere here.

Molecule	Tb PYK inh	AMA1 RON2 block	LmPK inhibitor	AmpC inh detg	HCMV antiviral	AmpC inh no detg	Sm TGR inh
CCc1ccccc1NC(=O)NC1CCCCCCC1	-2%	3%	-1%	-4%	?	1%	7%
c1ccc2c(-c3ccncc3)c[nH]c2c1	-11%	8%	0%	4%	-18	-13%	-27%
COc1ccc(-c2cc(C)no2)cc1S(=O)(=O)NCCc1ccco1	-10%	-9%	6%	-6%	-10	-6%	-31%
Cc1cc(C)n2nc(C(=O)N3CCN(Cc4ccc5c(c4)OCO5)CC3)nc2n1	-2%	0%	1%	-3%	-4	-39%	2%
CC1(C)CC(=O)c2cc(OCC(=O)N3CCCCCC3)ccc2O1	-4%	1%	-2%	?	17	5%	5%
CC(=N\Nc1ccccc1)/C(=N/O)C(=O)Nc1ccccc1	0%	3%	1%	-15%	13	-13%	3%
COc1cccc(NC(=S)N(Cc2ccc(C)cc2)Cc2ccccn2)c1	3%	-12%	2%	?	60	1%	11%
Oc1cccc(C(O)CNCc2ccc(-c3ccccc3)cc2)c1 (stereo not given)	0%	-10%	0%	-5%	-62*	-20%	9%
O=C(NCC1CCCCC1)C12CN(Cc3ccccc3)CC1C(c1cccc([N+](=O)[O-])c1)=NO2 (stereo not given)	-1%	-5%	8%	1%	36	-25%	-3%
Cc1cc(C)cc(CC2CC(=O)N(c3ccc([N+](=O)[O-])cc3)C2=O)c1 (stereo not given)	-4%	-9%	2%	-15%	2	22%	14%
COc1ccc(C(C)=O)cc1COC(=O)c1c(C)noc1C	-4%	3%	4%	-16%	29	3%	?
CCn1c(=O)c(=O)[nH]c2cc(C(=O)N3CCN(Cc4ccc5c(c4)OCO5)CC3)ccc21	-1%	1%	-2%	-4%	-3	-27%	-3%

Overlap with the part before: 3 entries, then new ones.
Molecule	Tb PYK inh	AMA1 RON2 block	LmPK inhibitor	AmpC inh detg	HCMV antiviral	AmpC inh no detg	Sm TGR inh
Cc1cc(C)cc(CC2CC(=O)N(c3ccc([N+](=O)[O-])cc3)C2=O)c1 (stereo not given)	-4%	-9%	2%	-15%	2	22%	14%
COc1ccc(C(C)=O)cc1COC(=O)c1c(C)noc1C	-4%	3%	4%	-16%	29	3%	?
CCn1c(=O)c(=O)[nH]c2cc(C(=O)N3CCN(Cc4ccc5c(c4)OCO5)CC3)ccc21	-1%	1%	-2%	-4%	-3	-27%	-3%
C/C(N)=C(/C#N)C(=O)CSc1nnc(Nc2cccc(C)c2)s1	-16%&-3%	-12%&-28%	9%	?	-11	-25%	4%
CC1CCN(C(=O)COC(=O)/C=C/c2ccc([N+](=O)[O-])cc2)CC1	15%	-8%	.	.	-26	-17%	.
CC(=O)Nc1cc2cc(NS(=O)(=O)c3ccc(C)cc3)ccc2oc1=O	0%	6%	2%	5%	1	-28%	0%
COc1ccc(-c2cc(C(=O)Nc3c(C(=O)c4ccc(C)cc4)oc4ccccc34)no2)cc1	4%	.	.	21%	27	.	0%
CCCCNC(=O)OC1CC2CC1[C@H]1CCCCN1C2=O (stereo not given in full)	-1%	2%	.	.	34	.	.
CCN(CC)C(=O)c1ccc(-c2ccccc2)cc1	-15%	-5%	-9%	?	-3	-8%	-5%
O=C(CSc1ccc([N+](=O)[O-])cn1)Nc1nccs1	0%	-2%	8%	-6%	-33	-2%	-2%
Cc1ccc(-n2ncc3c(SCc4cccc(C)c4)ncnc32)cc1	-6%	16%	-2%	?	-3	-5%	-4%
CNC[C@@H]1Oc2c(NC(=O)Nc3ccccc3)cccc2C(=O)N([C@@H](C)CO)C[C@H]1C	-2%	1%	.	.	-31	37%	.
O=C(CCN1C(=O)[C@@H]2Cc3ccccc3CN2C1=O)Nc1cccc(F)c1	-5%	-5%	3%	2%	-19	-1%	2%
CS(=O)(=O)c1ccc(C(=O)NC2CCOC2=O)cc1 (stereo not given)	0%	-4%	-7%	-10%	-14	-5%	0%
CC(C)N(Cc1ccccc1)C(=S)Nc1ccccc1F	2%	-16%	1%	9%	-10	-12%	7%
Cc1ccc(-n2c(Cc3cccn3C)nnc2SCC(=O)Nc2cc(C)on2)cc1	-18%	-4%	2%	?	54	11%	-13%
COc1ccccc1C(=O)C1CCCN(C(=O)c2ccc(Cl)cc2)C1 (stereo not given)	1%	16%	.	.	-20	.	.
O=S(=O)(c1ccccc1)c1nc(NCc2cccnc2)sc1Cl	2%	-9%	3%	1%	?	-2%[11.4 µM]	1%
CN(C)c1cc[n+](CC(=O)Nc2ccc(OC(F)F)cc2)cc1	-6%	2%	-6%	-10%	-65*	-13%	6%
COc1ccc(OC)c(NC(=S)NCCCN2CCOCC2)c1	-9%	1%	-4%	3%	-16	-21%	-26%
O=C(COc1cccc2cccnc12)N/N=C1\SCC(=O)N1Cc1ccccc1	-3%	-3%	0%	0%	5	-9%	0%
O=C(OCC(=O)N1CCOCC1)c1ccccc1Br	-4%	77%[activator]	-12%	-7%	-21	-6%	-1%
Cc1c(-n2c(-c3ccccc3)nc3ccccc3c2=O)c(=O)n(-c2ccccc2)n1C	-6%	6%	0%	0%	-8	11%	5%
Cc1cc(O)c(C(c2ccccc2)N2CCN(c3ccccc3)CC2)c(=O)n1Cc1ccco1 (stereo not given)	-2%	.	.	2%	-5	.	3.2µM*
CC(=O)C(C(C)=O)c1cc(NS(=O)(=O)c2ccccc2)ccc1NS(=O)(=O)c1ccccc1	5%	0%	-2%	-1%	-23	-40%	?
Cc1ccc2oc(C(=O)N3CCC(O)(c4cccc(C(F)(F)F)c4)CC3)c(C)c2c1	4%	5%	4%	-1%	8	59%	1%
O=C(N/C(=C/c1cccnc1)C(=O)N1CCOCC1)c1ccco1	-1%	21%	4%	-11%	-14	-16%	3%
CCC(OC(=O)C(C)N1C(=O)C(=O)c2ccccc21)C(=O)Nc1ccccc1OC (stereo not given)	0%	4%	0%	-11%	8	-2%	2%
CC(=O)N1c2ccccc2C(C)=CC1(C)C	2%	-8%	12%	-5%	27	-5%	-1%
CCC(C)c1ccc(OCC(=O)Nc2ccc3c(c2)C(=O)NC3=O)cc1 (stereo not given)	-12%	0%	-2%	2%	-23	?	-2%
COc1ccc(CCNC(=O)CC2C(=O)NCCN2CC(C)(C)C)cc1 (stereo not given)	1%	-12%	-1%	-4%	22	32%	?
O=C(Cc1ccc(Cl)cc1)N/N=C/c1cccs1	-2%	-3%	5%	-9%	79	0%	0%
COc1ccc(NC(=O)COC(=O)c2ccc(S(=O)(=O)N(C)c3ccccc3OC)cc2)cc1OC	5%	-24%	3%	-4%	1	31%	0%
CSc1ccccc1NC(=O)CN(C)C(=O)Cc1c(F)cccc1Cl	3%	-10%	-3%	-9%	-14	8%	-8%
COc1cc(NC(=O)CSc2nc(-c3ccccc3)no2)cc(OC)c1	7%	.	.	2%	49	.	0%
N#CC(Cc1cccc(CC(C#N)(c2ccccc2)c2ccccc2)c1)(c1ccccc1)c1ccccc1	2%	-8%	-3%	-8%	-19	-32%	-9%
CN(C(=O)COC(=O)c1n[nH]c(=O)c2ccccc12)c1ccccc1	5%	0%	.	1%	52	-16%	-7%
CCCN(CCC)c1nc(-c2ccccn2)nc2ccccc12	-8%	33%[activator]	5%	?	-100*	33%	-1%
N#Cc1cc2c(nc1SCC(N)=O)CCCCC2	-6%	20%	0%	-6%	49	0%	2%
CCN(CC)c1ccc2cc(-c3nc(-c4ccccc4F)no3)c(=O)oc2c1	2%	.	.	21%	40	.	1%
COc1ccc(NC(=O)Cc2c(O)c3ccccc3[nH]c2=O)cc1	-10%	3%	-4%	5%	-7	-9%	1%
CCCCCCc1nc(C(N)=O)c2[nH]c(=O)n(-c3ccc(OCC)cc3)c2n1	3%	18%	-2%	-5%	.	-21%	-1%
Cc1ccc(CNC(=O)CCS(=O)(=O)c2ccc(Br)s2)cc1	-5%	-1%	9%	-4%	-5	12%	-15%
COc1ccc(NS(=O)(=O)c2cccc(-c3n[nH]c(=S)n3Cc3ccccc3)c2)cc1	?	98%[activator]	-3%	?	-36	13µM*	2%
COc1ccc(C(=O)/C(C#N)=N/Nc2ccccc2[N+](=O)[O-])cc1	-6%	-19%	-3%	0%	-10	-29%	4%
O=C1N(c2ccccc2)c2ccccc2C1(O)C(F)(F)F (stereo not given)	-2%	-9%	1%	-3%	156	-21%	-8%
COCCN(C(=O)CC1CCCCC1)c1c(N)n(CC(C)C)c(=O)[nH]c1=O	-1%	0%	.	-6%	-1	6%	-2%
CCOC(=O)c1c(-c2ccc(C)cc2)csc1NC(=O)c1cc(=O)c2cc(C)cc(C)c2o1	0%	.	.	6%	5	.	2%
O=C(c1n[nH]c(=O)c2ccccc12)N1CCOCC1	9%	30%[activator]	7%	-3%	-3	-7%	-3%
O=C(NCc1ccccn1)c1cc(Cl)ccc1OCc1ccccc1	2%	55%[activator]	-4%	0%	?	16%	17%
Cc1ccc(-n2nc(C(=O)N3CCN(c4ccccc4F)CC3)c(=O)n(C)c2=O)cc1	-7%	.	.	9%	-1	.	7%
Cc1c(C(=O)N(C)C)sc2c1c(=O)n(-c1ccc(Cl)c(Cl)c1)c(=O)n2CC(=O)Nc1cccc(C(F)(F)F)c1	-3%	.	.	8%	168	.	4%
O=C(Nc1cccnc1)C1(c2ccc(Cl)cc2)CCCC1	-4%	-9%	-4%	-14%	6	-5%	0%
C[C@@H]1O[C@@H](O[C@H]2[C@H](O)[C@@H](O)[C@H](Oc3c(-c4ccc(O)c(O)c4)oc4cc(O)cc(O)c4c3=O)O[C@@H]2CO)[C@H](O)[C@H](O)[C@H]1O	-19%	-3%	.	0%	17	-12%	?
